VIM-2 inhibitor: inhibitors of Pseudomonas aeruginosa VIM-2 metallo-beta-lactamase. purified VIM-2, nitrocefin hydrolysis, epi-absorbance fluorescence. inhibition, % at 5.6 µM. 290,000 compounds, 0.89% hits. AID 1527;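 active = inhibition above the mean of all tested compounds plus 3 SD, cutoff set per screening run, cut at about 7.5% in these data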;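 also: red hydrolysis product quenches plate fluorescence so inhibitors raise well fluorescence; 0% = enzyme with DMSO and 100% = DMSO without enzyme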
V1aR counter: activates human V1a receptor in oxytocin agonist counter-screen; CHO-V1R cells, Fluo-8 calcium fluorescence, agonist mode; 0% DMSO, 100% 3 nM vasopressin; activation, % at 3 µM; AID 2797; P37288; 320,000 compounds, 0.25% hits;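 active = activation above the mean activation of all tested compounds plus 3 SD, per screening run, cut at about 20% in these data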;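 also: signal is peak over basal fluorescence ratio across a 100 second FLIPR read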
Target sequence (P37288 whole entry, looked up): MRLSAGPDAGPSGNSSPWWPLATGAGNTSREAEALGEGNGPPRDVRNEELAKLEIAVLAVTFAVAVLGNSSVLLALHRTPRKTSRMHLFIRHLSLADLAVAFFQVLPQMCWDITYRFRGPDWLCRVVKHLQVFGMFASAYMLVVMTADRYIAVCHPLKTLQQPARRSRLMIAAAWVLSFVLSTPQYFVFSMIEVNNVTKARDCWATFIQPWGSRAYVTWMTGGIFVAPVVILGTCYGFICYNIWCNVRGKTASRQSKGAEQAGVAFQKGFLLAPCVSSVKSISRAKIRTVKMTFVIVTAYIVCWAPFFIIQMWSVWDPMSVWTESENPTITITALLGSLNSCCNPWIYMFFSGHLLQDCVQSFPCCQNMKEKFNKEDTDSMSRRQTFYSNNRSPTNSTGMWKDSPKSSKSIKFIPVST
HCV NS3 hel inh: HCV NS3 helicase inhibition; NS3 helicase DNA unwinding, Cy5 molecular beacon fluorescence; inhibition, % at 10.9 µM; 290,000 compounds, 0.56% hits; AID 1800;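 active = inhibition above the mean of all tested compounds plus 3 SD, set per campaign, cut at about 35% in these data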;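 also: 0% = DMSO wells and 100% = thioflavine S control wells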
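Control set: DMSO versus 110 µM thioflavine S; Material: NS3 helicase fragment of HCV; Measured by: Cy5 fluorescence at 0 and 60 min, beacon hairpin quenching; Read-out basis: percent inhibition from t60/t0 fluorescence ratio; Times: reaction time 60 min, 25 °C; Repeats: single replicate; Compound dosing: single dose, 10.9 µM nominal final, DMSO 0.8% final.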
PHOSPHO1 inh: blocks human PHOSPHO1 phosphatase activity; Q8TCT1; recombinant PHOSPHO1, absorbance phosphatase assay; 290,000 compounds, 1.1% hits; inhibition, % at 13.3 µM; AID 1565; in the data active = inhibition above about 60%
Target sequence (Q8TCT1 whole entry, looked up): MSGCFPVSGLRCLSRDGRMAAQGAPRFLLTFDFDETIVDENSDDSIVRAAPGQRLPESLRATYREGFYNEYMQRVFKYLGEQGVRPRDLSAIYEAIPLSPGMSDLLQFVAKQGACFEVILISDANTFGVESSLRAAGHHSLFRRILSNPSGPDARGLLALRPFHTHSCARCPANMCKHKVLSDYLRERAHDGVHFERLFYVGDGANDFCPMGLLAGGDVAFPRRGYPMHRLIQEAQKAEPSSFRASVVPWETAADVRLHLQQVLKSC
GalR3 antagonist: blocks the human galanin receptor 3; 360,000 compounds, 0.44% hits; O60755; HEK293 GalR3-CNG cAMP membrane potential fluorescence; galR3 body fused to GalR1 C-terminus; inhibition, % at 3 µM;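 active = inhibition above the screen-wide average plus 3 SD, cut at about 13% in these data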;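 also: forskolin and galanin both at EC90 stimulate the cells; cAMP rise reported by CNG channel membrane potential dye signal; 0% = forskolin plus galanin with DMSO and 100% = forskolin alone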
FID counter: displaces DNA intercalator in HCV helicase counter-screen; 290,000 compounds, 0.17% hits; AID 1845; DNA fluorescent intercalator displacement, fluorescence; inhibition, % at 7.9 µM; in the data active = inhibition above about 37%;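 also: 0% = vehicle and 100% = reference compound; higher means more ethidium bromide displaced from hairpin DNA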
IMP-1 inhibitor: blocks Pseudomonas aeruginosa IMP-1 metallo-beta-lactamase. purified IMP-1, nitrocefin hydrolysis, epi-absorbance fluorescence. inhibition, % at 5.6 µM. 290,000 compounds, 0.45% hits. AID 1556;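 active = inhibition above the mean plus 3 SD of all compounds in the same screening run, cut at about 4.5% in these data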;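 also: 0% = IMP-1 with DMSO and 100% = DMSO wells lacking enzyme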
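Material – recombinant IMP-1 enzyme, purified · Amount – IMP-1 0.2 nM before substrate addition · Medium – HEPES buffer pH 7.1 with ZnSO4 and Brij 35 · Timing – 25 °C, 15 min preincubation, 25 min reaction · Measured by – plate fluorescence quenching by hydrolysis product, ex 480/em 530 nm · Read-out – percent enzyme inhibition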
GPR7 antagonist: antagonists of human GPR7 (neuropeptides B/W receptor 1); P48145; GPR7-expressing cells, fluorescence antagonist assay; inhibition, % at 4.4 µM; 290,000 compounds, 1.1% hits; AID 1861; in the data active = inhibition above about 16%, passing the limit was not always enough;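 also: cells stimulated with the agonist NPW; 0% = agonist with vehicle and 100% = vehicle without agonist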
Target sequence (P48145 whole entry, looked up): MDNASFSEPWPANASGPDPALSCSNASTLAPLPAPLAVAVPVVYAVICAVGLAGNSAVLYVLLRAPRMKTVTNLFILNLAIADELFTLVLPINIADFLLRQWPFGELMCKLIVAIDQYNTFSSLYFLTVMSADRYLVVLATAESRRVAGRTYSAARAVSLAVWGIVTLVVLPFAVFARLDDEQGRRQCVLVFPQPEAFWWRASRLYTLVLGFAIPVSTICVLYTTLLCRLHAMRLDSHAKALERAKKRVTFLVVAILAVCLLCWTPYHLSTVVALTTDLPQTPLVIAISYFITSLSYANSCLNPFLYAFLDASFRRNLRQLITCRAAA
OXTR ag: activates the human oxytocin receptor; CHO-OTR cells, Fluo-8 calcium fluorescence; normalized: DMSO 0%, oxytocin 100%; AID 2435; 320,000 compounds, 0.32% hits; activation, % at 3 µM; P30559;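 active = activation above the mean of all tested compounds plus 3 SD, cutoff set per screening run, cut at about 20% in these data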;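 also: peak over basal fluorescence ratio from a 100 s FLIPR kinetic read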
Active calls of the source: *; x = not tested or not shown; & = joins results of further samples.

Screens in order – GalR3 antagonist, VIM-2 inhibitor, HCV NS3 hel inh, GPR7 antagonist, IMP-1 inhibitor, PHOSPHO1 inh, V1aR counter, OXTR ag, FID counter
> Cc1ccc(NC(=O)N2CCc3ccccc3C2)cc1C
    -4.4, -3.0, -9.9, 0.2, -2.5, 26.3, x, x, -21.9
> Cc1ccc(C(C(=O)NCc2ccco2)N(CC2CCCO2)C(=O)Cn2nnc3ccccc32)cc1 (stereo unspecified)
    -1.5, -2.3, -2.6, -10.2, -3.9, -5.5, -0.3, -2.0, -21.2
> Cc1[nH]c(C)c(S(=O)(=O)N(C)Cc2ccccc2)c1C(=O)N1CCCC1
    1.1, -0.6, 2.4, 3.0, -0.2, 2.8, 0.0, 0.8, -6.9
> O=[N+]([O-])c1c(Nc2ccc(O)cc2)cc(N2CCOCC2)c2nonc12
    -5.2, 2.4, 19.6, 1.5, -0.4, 6.6, 0.6, 1.3, 6.2
> COC(=O)c1ccc(-n2c(CCC(=O)O)ccc2-c2ccc(C)cc2)cc1
    x, 1.3, 4.0, -11.3, -1.1, 24.1, 3.1, 2.9, -22.5
> O=C(NC1CC1)C1CC(=O)N(c2ccc(F)cc2)C1 (stereo unspecified)
    -3.0, -1.9, 4.1, -6.4, -5.0, 10.3, -0.3, 0.1, -0.9
> COC(=O)C(C(=O)OC)c1ccc(N)cc1
    4.5, 2.8, -9.5, 3.1, -1.0, 32.6, -0.5, 0.8, 8.2
> CC(SC(=S)N1CCOCC1)C(=O)O (stereo unspecified)
    2.7, -2.8, -2.1, -3.3, -3.6, 27.6, 0.4, 1.2, 2.5
> NC(=O)C1CCN(c2ncnc3c(-c4ccccc4)nsc23)CC1
    -7.3, -4.2, -3.4, -4.8, -3.8, 25.3, -0.2, -0.4, 1.3
> NNC(=O)COc1ccc(-c2n[nH]c(C(F)(F)F)c2-c2ccc(Br)cc2)c(O)c1
    -2.3, -3.1, -24.2, -2.5, -2.9, 0.0, -0.3, -0.3, 0.2
> Nc1cccc(-n2nnnc2CN2CCOCC2)c1
    -5.3, -3.5, -25.2, -9.6, -2.8, -4.0, 0.3, 0.5, -6.3
> N#Cc1c(SCc2nc3ccccc3[nH]2)nc2c(c1C(F)(F)F)CCC2
    x, -4.2, 0.1, 0.9, -2.6, x, x, x, -6.9
> Cc1nccn1CC(O)Cn1c2ccccc2c2ccccc21 (stereo unspecified)
    -4.3, -7.1, -26.3, 7.6, -9.6, 11.6, 1.4, 5.2, 30.9
> Cc1cc(C)nc(NC(=O)c2cccc(Cl)c2)n1
    -3.8, -0.8, -0.3, -12.6, -3.4, 11.6, 1.0, 3.0, -1.3
> O=c1[nH]c2ccccc2c(=O)n1Cc1ccccc1
    -8.0, -1.2, -2.5, -3.5, -4.0, 20.4, -0.8, 0.8, -1.8
> O=C1OCC(c2ccccc2)=C1c1ccccc1[N+](=O)[O-]
    -8.1, -0.3, 3.5, 1.1, 1.1, 32.6, 4.7, 0.0, 0.1
> Cc1ccc(SCCC(=O)N/N=C/c2ccncc2)cc1
    3.1, -4.9, -20.3, -9.3, -3.3, 16.2, 3.0, 1.5, -6.2
> O=C(Cc1ccccc1)NCC(=O)OCc1ccccc1F
    -1.9, 0.1, -3.7, 10.5, -1.0, -14.9, 0.3, -0.5, -6.8
> COc1ccc(Nc2ncnc3ccccc23)c(OC)c1
    -1.5, -5.1, -3.8, -7.6, -2.5, 8.0, -0.1, -1.9, -9.2
> CCOc1ccc(N=Nc2c(C)[nH]n(-c3ccccc3)c2=O)cc1
    -8.9, -1.8, 2.7, -22.3, -2.8, 24.7, 0.9, 10.4, -2.1
> O=C(NCCc1ccccc1)c1noc2c1CCCCC2
    -3.6, 0.2, -3.8, 3.4, 0.8, 12.6, -0.6, -1.0, -17.7
> O=C(O)c1sccc1S(=O)(=O)c1ccccc1
    0.6, -6.2, -3.6, -13.1, -5.9, -0.3, 0.4, -0.2, 0.9
> COc1cccc(C(=O)O/N=C/c2ccc(Sc3ccc(C)cc3)nc2)c1
    0.2, -3.3, -3.6, -2.7, -1.9, -2.6, 1.5, -0.2, 1.6
> Cc1ccc(OCC(=O)OC(C)CN(C)Cc2ccccc2)cc1 (stereo unspecified)
    1.2, 0.1, 1.4, -6.1, 0.8, -9.2, -1.0, -0.6, -1.1
> COc1ccc(OC)c(S(=O)(=O)Nc2ccc(CC(=O)O)cc2)c1
    -3.0, -2.8, 1.0, 1.2, -3.2, 18.9, 0.5, 0.1, -7.2
> Cc1ccc2nc(NCCNC(=O)c3ccccc3)c(C#N)cc2c1
    -6.2, -0.3, -12.9, 3.7, -2.1, -34.8, -0.9, -1.4, -1.8
> CCOC(=O)c1cccc(NC(=O)Nc2ccc3c(c2)C(=O)OC3)c1
    -0.1, -2.1, -2.2, -0.2, -0.8, 46.4, 0.4, 0.8, -1.6
> C=CCN(C(=O)Nc1ccc2c(c1)nc(C)n2C)c1ccccc1
    -4.8, -1.9, 11.6, -3.9, -2.4, 29.8, 0.8, 0.8, -1.0
> COc1cccc(C(=O)Nc2nnc(-c3ccc(OC)cc3OC)s2)c1
    -10.4, -0.5, 7.4, -7.3, -3.6, 34.6, -0.4, 1.3, -21.2
> COc1ccc(C2c3ccc(O)cc3Oc3ncn(Cc4ccco4)c(=N)c32)cc1OC (stereo unspecified)
    -5.3, -2.7, -8.1, 5.7, -1.8, 6.2, 1.8, 1.8, -19.6
> COc1ccccc1C(C)NCC(=O)NCC(=O)Nc1ccc(F)c(F)c1F (stereo unspecified)
    0.5, -3.9, -4.6, -6.5, -2.1, 1.8, 1.0, -0.1, -4.2
> Cc1cccc(-n2c(SCC(=O)N3CC(=O)Nc4ccccc43)nc3ccccc3c2=O)c1C
    -4.6, -2.6, -5.0, 19.6, -2.3, 2.1, 2.3, 0.4, -32.4
> CCC(C)c1ccc(NC(=S)Nc2ccc(OC)c(OC)c2)cc1 (stereo unspecified)
    -3.4, -1.7, 3.4, -14.6, -1.0, 2.5, -0.9, -1.1, -2.8
> O=C(CSCc1c(F)cccc1Cl)NCc1ccncc1
    12.4, 2.0, 0.3, -13.9, -4.0, 32.8, 0.4, 0.2, -7.7
> Cc1ccc(CNC(=O)c2ccccc2N(C)S(C)(=O)=O)cc1
    -4.8, -1.7, -4.6, -6.5, -2.5, 26.0, 0.9, -0.8, -1.4
> COc1ccc(N(Cc2cc3cc(OC)ccc3[nH]c2=O)S(=O)(=O)c2ccc(NC(C)=O)cc2)cc1
    -6.4, -1.6, -42.0, -11.2, -4.0, 1.5, -0.5, 0.9, -33.6
> CCOC(=O)N/N=C/c1cn(CCCOc2ccccc2)c2ccccc12
    -3.3, 1.7, 1.6, 27.4*, 0.1, -2.2, 0.6, -1.8, -14.8
> Cc1ccccc1N1CCN(C2CCCN(C(=O)CN3CCCC3=O)C2)CC1 (stereo unspecified)
    -2.2, 1.2, 3.5, -8.0, 0.3, 37.0, 1.0, -0.2, -10.7
> COc1cccc(-c2nc(CS(=O)(=O)CC(=O)NCCCOC(C)C)c(C)o2)c1
    -2.7, -1.1, -6.0, -6.9, -0.3, -10.4, 0.4, -0.3, -28.5
> CC(C(=O)NCc1ccc2c(c1)OCO2)N1c2cccc3cccc(c23)S1(=O)=O (stereo unspecified)
    0.3, 2.4, 6.5, -3.9, 0.4, 17.6, 0.2, -1.1, -15.9
> O=C(NC(=S)N1CCCCC1)c1cccs1
    -10.7, -2.0, 6.0, -1.7, -1.5, -12.1, 0.4, -0.4, -1.9
> Cc1cc(C)n(CCCNCC(O)c2ccccc2)n1 (stereo unspecified)
    -5.1&-4.5, -1.6, -8.8, -4.2, -1.5, 21.5, -0.1, 0.4, 7.4
> CCOC(CNC(=O)c1ccc(CNC(=O)c2ccc(OC)c(OC)c2)cc1)OCC
    -2.1, -3.6, 4.3, -7.0, -2.9, -14.5, 0.6, -0.2, -12.1
> COC(=O)c1ccc(N2CCOCC2)c(NC(=O)Nc2cccc(OC)c2)c1
    -2.5, -0.8, -6.0, 5.0, -1.4, -9.0, -0.8, -1.1, -7.1
> COc1nc(C)nc(NC(=O)NS(=O)(=O)c2ccc(C)cc2)n1
    -0.7, -1.4, 8.3, -7.5, -3.7, 7.8, 1.3, -0.1, -1.2
> Cc1cc2ncn(C3CC(=O)N(Cc4ccc(N5CCCC5=O)cc4)C3=O)c2cc1C (stereo unspecified)
    2.2, -4.3, -9.6, -10.1, -2.7, 22.2, 6.8, 4.1, -23.9
> CCCCCn1c(N)c(C#N)c2nc3ccccc3nc21
    -2.5, 1.0, 2.0, -2.7, -0.9, 9.6, 0.2, 2.1, -1.1
> O=C1CCCCC1C(=O)c1ccccc1 (stereo unspecified)
    9.0, -0.2, -15.1, -11.3, -1.3, 11.6, 2.0, -1.5, 2.1
> COC(=O)c1sc(NC(=O)c2oc3ccccc3c2C)nc1C
    -2.2, -1.7, 0.0, -11.0, 1.1, -9.8, -1.4, -0.8, -9.6
> O=C(CC(=O)c1ccccc1)Nc1ccccn1
    -2.6, -1.8, -3.5, -14.4, -4.5, 19.1, x, x, -8.8

More compounds:
Screens in order – GalR3 antagonist, VIM-2 inhibitor, HCV NS3 hel inh, GPR7 antagonist, IMP-1 inhibitor, PHOSPHO1 inh, V1aR counter, OXTR ag, FID counter
> O=C(c1c[nH]c(C(=O)N2CCN(c3ccccc3F)CC2)c1)c1cccc(Cl)c1Cl
    -6.3, -2.0, -1.5, 4.6, -2.5, 11.9, x, x, -1.7
> Cc1cccc(CCNc2nc3ccccc3n3nnnc23)c1
    -1.5, 1.2, 5.4, -4.9, -0.2, 2.9, 0.5, 0.0, -0.6
> Cn1ccnc1SCC(=O)NC1CC1
    -4.7, -2.6, 4.2, -2.0, -4.0, 30.1, 0.8, 0.8, -1.5
> COC(=O)/C(=C\Nc1ccc(Cl)cc1Cl)NC(=O)c1ccc(OC)cc1
    4.5, 2.3, -10.8, 1.8, -2.0, 38.3, -0.3, -1.7, -9.5
